Source: PubChem BioAssay
NR1D1 modulator – modulators of human Rev-erb alpha DNA binding. AID 1259318. Rev-erbα–FITC-DNA binding, fluorescence polarization, 90 min. activity, % at 10 µM. actives 0.79% (n = 370,000);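 active = activity above about 14%, limit read from the data; passing the limit was not always enough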;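 note: 0% = DMSO wells with 35 nM protein and 100% = DMSO wells with 750 nM protein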
ssDAF-12 act – S. stercoralis DAF-12 activation, primary screen | HEK293 ssDAF-12/GRIP1 lit1-tk-luc reporter, luminescence; % of 3 µM dafachronic acid response | activation, % at 6.8 µM | actives 1% (n = 370,000);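 active = activation above the mean over all tested compounds plus 3 SD, cut at about 0.9% in these data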;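 note: 0% = DMSO-only wells and 100% = 3 µM delta7-dafachronic acid wells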
ADAM17 inh – inhibitors of human ADAM17; P78536; recombinant ADAM17, EDANS/DABCYL FRET peptide cleavage; inhibition, % at 6.95 µM; actives 0.83% (n = 370,000);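 active = inhibition above the mean of compounds lying between control limits plus 3 SD, set per campaign, cut at about 8.5% in these data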;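 note: 0% = DMSO-only wells as the low control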
MBD2 inh – inhibitors of human MBD2 binding to methylated oligonucleotide; TR-FRET; inhibition, % at 4.4 µM; actives 0.31% (n = 370,000); in the data active = inhibition above about 13%
DAX1 inh-1 – inhibits human nuclear receptor DAX1; actives 0.99% (n = 340,000); AID 504766; HEK293 Gal4-DAX1 luciferase reporter, luminescence; inhibition, % at 6.75 µM; P51843;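 active = inhibition above the mean over all tested compounds plus 3 SD, cut at about 4.2% in these data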;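 note: 0% = DAX1-transfected cells with DMSO and 100% = empty-vector control cells with DMSO; inhibition shows as a rise in luminescence from relieved DAX1 repression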
DAX1 inh-2 – blocks DAX1 repression of SF-1 activated StAR promoter | HEK293T StAR-luciferase reporter, SF-1/DAX-1 repression relief | inhibition, % at 6.8 µM | actives 1.1% (n = 370,000) | AID 652010;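 active = inhibition above the mean over all tested compounds plus 3 SD, cut at about 3.6% in these data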;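 note: 0% = DAX-1 cells with DMSO and 100% = cells lacking DAX-1 with DMSO; higher inhibition means more luminescence from relief of DAX-1 repression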
SMARCA2 activ – increases SMARCA2 function in MMTV reporter cells. MG213 cells, MMTV-luciferase reporter, dexamethasone, overnight. activation, % at 9.1 µM. actives 1% (n = 370,000). AID 652017; in the data active = activation above about 7.8%;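 note: 0% = vehicle wells and 100% = reference activator wells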
PLC-gamma1 inh – blocks human PLC-gamma1 enzyme activity; actives 0.84% (n = 370,000); purified PLC-gamma1, fluorogenic substrate, fluorescence; inhibition, % at 12.2 µM; AID 720700; in the data active = inhibition above about 9.5%
Target sequence (P19174 whole entry, looked up): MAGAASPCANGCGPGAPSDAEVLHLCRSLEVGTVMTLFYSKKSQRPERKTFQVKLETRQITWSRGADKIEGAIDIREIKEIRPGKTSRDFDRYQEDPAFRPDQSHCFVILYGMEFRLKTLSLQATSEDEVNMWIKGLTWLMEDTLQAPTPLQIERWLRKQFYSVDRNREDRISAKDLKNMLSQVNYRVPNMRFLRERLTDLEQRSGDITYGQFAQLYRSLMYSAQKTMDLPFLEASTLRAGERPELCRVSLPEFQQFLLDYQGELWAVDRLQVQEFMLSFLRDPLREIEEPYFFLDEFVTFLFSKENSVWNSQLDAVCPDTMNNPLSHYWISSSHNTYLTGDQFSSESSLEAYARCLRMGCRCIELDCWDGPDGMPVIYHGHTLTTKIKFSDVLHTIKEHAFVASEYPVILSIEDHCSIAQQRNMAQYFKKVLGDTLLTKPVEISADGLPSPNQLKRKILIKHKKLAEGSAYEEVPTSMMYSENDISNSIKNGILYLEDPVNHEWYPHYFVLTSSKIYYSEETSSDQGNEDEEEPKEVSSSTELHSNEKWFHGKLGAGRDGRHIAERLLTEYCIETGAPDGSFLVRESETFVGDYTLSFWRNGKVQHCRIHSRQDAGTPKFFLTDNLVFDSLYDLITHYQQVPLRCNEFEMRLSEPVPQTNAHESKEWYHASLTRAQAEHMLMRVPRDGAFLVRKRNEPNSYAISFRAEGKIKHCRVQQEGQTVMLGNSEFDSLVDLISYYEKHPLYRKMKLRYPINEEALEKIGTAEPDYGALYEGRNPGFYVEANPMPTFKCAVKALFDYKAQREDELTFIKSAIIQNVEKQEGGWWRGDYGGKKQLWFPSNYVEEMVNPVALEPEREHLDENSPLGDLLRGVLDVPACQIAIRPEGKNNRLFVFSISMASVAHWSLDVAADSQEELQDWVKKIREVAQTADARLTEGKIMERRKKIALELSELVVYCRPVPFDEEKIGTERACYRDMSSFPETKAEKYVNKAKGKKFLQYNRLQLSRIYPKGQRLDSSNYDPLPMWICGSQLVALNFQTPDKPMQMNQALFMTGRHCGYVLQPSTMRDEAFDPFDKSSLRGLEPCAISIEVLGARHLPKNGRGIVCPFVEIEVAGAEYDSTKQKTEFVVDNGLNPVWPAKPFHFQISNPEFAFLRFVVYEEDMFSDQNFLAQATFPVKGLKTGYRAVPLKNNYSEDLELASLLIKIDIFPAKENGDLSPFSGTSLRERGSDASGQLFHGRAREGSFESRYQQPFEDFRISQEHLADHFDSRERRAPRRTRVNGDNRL
hgDAF12 agonist – activates the H. glycines DAF-12 receptor ligand-binding domain; HEK293 GAL4-hgDAF12 UAS-luciferase reporter, agonist luminescence; normalized to butyrate control; AID 687014; activation, % at 6.8 µM; actives 1.8% (n = 370,000);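 active = activation above a cutoff set at the mean of all screened compounds plus 3 SD, cut at about 10% in these data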;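 note: 0% = DMSO wells and 100% = sodium butyrate wells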
PLC-beta3 inh – PLC-beta3 (human) inhibition, primary screen | Q01970 | Purified PLC-beta3, fluorogenic substrate, fluorescence | inhibition, % at 12.2 µM | actives 0.18% (n = 370,000) | AID 720704; in the data active = inhibition above about 11%;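 note: 0% = median of compound wells on plate and 100% = full blocker control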
hcDAF-12 act – activators of H. contortus DAF-12 nuclear receptor; HEK293 hcDAF-12 lit1-tk-luc reporter, luminescence; 0% DMSO, 100% Δ7-dafachronic acid; activation, % at 6.8 µM; actives 1.4% (n = 370,000); AID 652067;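 active = activation above the mean of all tested compounds plus 3 SD, cut at about 5.5% in these data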;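 note: 100% = response to 3 µM Δ7-dafachronic acid high control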
* = called active by the depositor; i = inactive; · = no result given.

Order of results – NR1D1 modulator	ssDAF-12 act	ADAM17 inh	MBD2 inh	DAX1 inh-1	DAX1 inh-2	SMARCA2 activ	PLC-gamma1 inh	hgDAF12 agonist	PLC-beta3 inh	hcDAF-12 act
(1) CCC(=O)c1ccc(OCC(=O)OCC(=O)NC2CCCCCCC2)cc1
 : 1	-0.6	9.5*	-2	0.1	-0.2	-2	1	-0.2	-4	0.5
(2) CCc1cc(-c2nnn(-c3cc(C(C)C)ccc3C)c2CC)ccc1-c1cn(CCc2c[nH]c3ccccc23)nn1
 : 3	-1.1	-1	-1	-1.1	-1.2	-4	-3	0.3	0	0.1
(3) COCCCN1C(=O)/C(=C/c2ccc(CNS(=O)(=O)c3ccccc3)o2)C(C(=O)OC)=C1C
 : -3	-0.9	-8	5	0.6	-0.2	-2	-39	-0.7	-46	-2.0
(4) CN(C)CCCNC(=O)/C(=C\c1ccc(-c2ccc(Br)cc2)o1)NC(=O)c1ccccc1
 : 0	-1.4	-17	-3	-1.6	1.2	4	-49	-1.2	-46	0.5
(5) Cc1cccc(OCc2nnc(SCn3nnc4ccccc4c3=O)o2)c1
 : 2	-1.2	-1	8	3.6	-0.1	-5	5	-1.1	0	-1.9
(6) COc1cc(/C=C(/C#N)c2nc3ccccc3[nH]2)ccc1Oc1ncccc1[N+](=O)[O-]
 : -6	-1.1	-6	0	-0.4	-0.2	1	-49	4.4	-66	0.7
(7) C#CCNC(=O)c1cc2c(Br)ccc(Br)c2nc1N
 : 4	-0.7	-86	-2	·	0.7	-3	-52	1.0	-85	-0.3
(8) COC(=O)/C=C1\NCCSC1=O
 : -3	-0.3	-1	2	0.7	0.0	4	1	2.8	8	0.3
(9) Cc1cccc(NCc2cc(Cl)ccc2O)n1
 : 0	-1.9	2	-1	-0.1	1.5	-1	0	-0.7	-2	-0.8
(10) CC(CNC(=O)COc1ccccc1)OC(=O)Nc1ccc(Cl)c(Cl)c1 (stereo unspecified)
 : 3	-1.5	4	1	-0.7	-0.5	-5	-1	0.2	-2	-3.2
(11) COCCN1C(=O)N[C@@H](c2cccs2)C(C(=O)OC)=C1C
 : 2	-1.3	7	-6	-0.3	-0.6	2	-4	3.4	1	-1.7
(12) CCOC(=O)c1nnc(-c2ccccc2)nc1Oc1ccc(Cl)cc1
 : 0	-1.1	-3	-3	0.0	0.0	-1	3	0.8	2	-0.9
(13) CCC(Oc1nc2ccccc2nc1-c1ccccc1NC(C)=O)C(=O)c1ccccc1 (stereo unspecified)
 : -1	-1.2	-2	-3	0.1	-0.2	-2	-2	-0.1	-2	1.2
(14) Cc1cccc(OCCNc2ccc(C(F)(F)F)cc2[N+](=O)[O-])c1
 : 2	-0.3	0	-3	-0.3	0.1	-1	1	0.0	6	-2.2
(15) CCN(CC)C(=O)C1=C(C)N(Cc2ccc(F)cc2)C(=O)C(CC(=O)NCc2cccs2)C1 (stereo unspecified)
 : 1	-0.4	0	-6	1.2	0.2	2	0	-0.7	6	-0.5
(16) CC1CCN(CC(=O)N2CCCc3c2c(=O)oc2ccc(OCc4ccccc4)cc32)CC1
 : 7	-1.1	-9	8	0.9	-0.7	-2	2	-1.1	-9	1.0
(17) CCN(CCCNC(=O)CNC(=O)c1nn(-c2ccc(OC)cc2OC)c(=O)c2ccccc12)c1cccc(C)c1
 : -4	-1.0	6	-2	-0.5	-0.1	-3	-18	-0.8	-25	-1.5
(18) O=C(Nc1nc2c(s1)CCCC2)Oc1ccccc1
 : 0	-1.2	-2	0	1.2	-0.2	3	2	1.0	5	0.2
(19) C#Cc1ccc([C@@H]2C=C(C(=O)NC3CC3)O[C@H](OCCCCO)C2)cc1
 : -3	-1.0	-5	-1	0.6	0.3	1	-13	2.6	-20	-1.6
(20) Cc1nc2ccccc2c(C(=O)O)c1-c1ccccn1
 : -5	-1.0	-2	1	1.3	-1.5	-1	-2	7.4	1	-1.2
(21) Nc1nonc1-n1nnc(C(=O)N/N=C/c2ccco2)c1CSc1ccc(Cl)cc1
 : 3	-1.2	2	-1	1.4	-0.2	0	4	-1.0	0	-0.5
(22) COCCNC(=O)/C(C#N)=C/c1cc(Br)c(O)c(OC)c1
 : 3	-1.4	4	-4	-0.2	1.4	-3	2	-4.6	-4	1.5
(23) CCOc1ccccc1C(=O)Nc1cc(Cl)ccc1O
 : -2	-1.2	7	-4	-0.7	-0.1	-3	-9	1.1	-13	0.8
(24) O=C(c1ccc2c(=O)n(Cc3ccco3)c(=S)[nH]c2c1)N1CCN(c2ccccc2)CC1
 : -1	-0.9	-1	0	-0.9	0.0	0	-3	-1.1	-1	-1.8
(25) O=C(CC(Cc1ccccc1)C(=O)O)Nc1ccc(Cl)c(Cl)c1 (stereo unspecified)
 : -1	-1.8	3	0	-0.3	-0.1	4	5	4.4	-5	0.4
(26) Cc1ccc2nc(C)c(CN3CCN(c4ccc([N+](=O)[O-])cc4Cl)CC3)n2c1
 : 10	-1.7	0	-4	-3.8	-0.9	-4	1	-1.7	-4	-3.7
(27) CN1CCN(C(=O)C2CCC(C)(C(=O)O)C2(C)C)CC1 (stereo unspecified)
 : -4	0.0	-6	-5	0.3	0.3	-4	2	-1.6	-6	-0.8
(28) Cc1nn(-c2ccccc2)c(N2CCCC2)c1/C=N/NC(=O)c1ccccc1O
 : 2	-0.8	-5	-1	-0.6	-0.3	2	-43	4.0	-49	-2.6
(29) CC(C)c1ccc(C2CC(c3ccc(Br)cc3)=NN2C(N)=S)cc1 (stereo unspecified)
 : 1	-0.8	1	1	-0.3	0.6	1	1	4.8	-1	-0.1
(30) O=[N+]([O-])c1ccc(N2CCN(c3ccccc3F)CC2)c(S(=O)(=O)N2CCOCC2)c1
 : 7	-1.4	-2	-4	-0.7	0.4	-3	0	2.7	4	0.9
(31) CC12CCC(C(=O)Nc3ccccc3Cl)([C@H](Br)C1=O)C2(C)C (stereo partly specified)
 : 0	-1.1	0	5	-0.2	-0.2	3	1	0.1	-4	-0.9
(32) O=C1CC(N2CCN(c3ccccc3)CC2)C(=O)N1c1ccc(Cl)cc1 (stereo unspecified)
 : 5	-1.0	2	0	-1.1	0.1	0	3	-0.8	-2	-1.4
(33) Cc1cccc(/C=N/NC(=O)c2ccc(NC(=O)c3cccc(Cl)c3)cc2)n1
 : -6	-0.9	-10	4	-1.8	-0.8	3	0	0.5	-11	-3.2
(34) CCc1ccccc1NC(=O)COC(=O)c1cccs1
 : -6	-0.5	-1	4	0.8	-0.6	2	-2	1.5	-16	-1.0
(35) OCCC1CN(CCCn2cccn2)CCN1C1CCCCC1 (stereo unspecified)
 : 4	-1.3	-3	-2	-0.8	0.1	-1	2	1.6	-11	-1.0
(36) N#C/C(=C\c1cccc([N+](=O)[O-])c1)C(=O)NCC1CCCO1 (stereo unspecified)
 : 4	-0.8	-2	2	1.5	-0.1	-4	-2	0.3	-7	0.9
(37) COc1cc2c(cc1OC)C(C)N(C(=O)[C@@H](NC(=O)c1ccccc1)C(C)C)CC2 (stereo partly specified)
 : 0	-1.1	-2	1	-0.9	0.0	2	-22	0.0	-27	0.6
(38) Cc1ccccc1NC(=O)c1nn(C)c(C(=O)Nc2ccccc2C)c1[N+](=O)[O-]
 : 3	-0.8	-4	-9	-0.9	-0.2	0	-3	1.2	-6	-1.9
(39) COc1ccc(/C=N/Nc2ncnc3c2[nH]c2ccc(C)cc23)c(OC)c1OC
 : -26	-1.2	-7	4	·	0.1	0	-15	3.2	-20	0.6
(40) C=CCn1c(SCC(=O)Nc2ccc(F)cc2)nnc1-c1cnccn1
 : 2	-1.4	-4	-1	0.9	-1.3	-2	-3	-1.5	-4	-1.0
(41) O=C1C[C@@H](C(=O)Nc2ccc(Cl)cc2)[C@@H](c2ccccc2)O1
 : 1	-1.7	2	7	·	-0.9	1	0	-1.5	0	0.5
(42) Cc1cc(-n2c(=O)c(C#N)cc3c(=O)n4ccccc4nc32)no1
 : -10	-1.0	i	-11	-0.3	0.7	2	i	-0.6	i	-0.3
(43) COc1ccc(C(=O)/C=C/c2ccc(O)cc2)c(O)c1C/C=C(\C)CCC=C(C)C
 : -9	-1.3	1	-2	0.4	-1.0	1	-2	-1.3	-1	0.5
(44) CCN(CC)C(=O)CSc1ncnc2c1cnn2-c1ccccc1
 : -3	-0.9	-7	4	0.9	-0.8	1	-7	3.0	-9	1.7
(45) COc1cc2ccc(NC(C)=O)cc2cc1OC
 : -1	-0.6	-8	3	0.7	-1.1	-2	0	5.8	-5	-1.2
(46) CCOC(=O)c1ccc(NC(=S)NCCCN2CCOCC2)cc1
 : -5	-0.9	-3	8	0.5	-0.2	-2	4	0.8	2	-1.3
(47) COc1ccccc1N(C)S(=O)(=O)c1ccc(C(=O)Nc2ccc(N3CCOCC3)cc2)cc1
 : 3	-2.7	1	-3	-2.0	-3.2	-2	-1	-3.5	4	-4.0
(48) CC(=O)c1cccc(-c2ccnc3c2CC(C(=O)NCCc2ccccc2)O3)c1 (stereo unspecified)
 : -2	-0.5	-2	-1	·	-2.0	2	-2	6.4	4	0.2
(49) O=C(Nc1nccs1)c1ccc2nccnc2c1
 : -4	-1.4	-3	2	4.6*	0.5	2	-14	9.5	-17	0.8
(50) Cc1cc(OC(=O)c2ccc3ccccc3c2)c([N+](=O)[O-])c(=O)[nH]1
 : 5	-1.5	1	-6	1.5	-0.3	2	0	0.8	-3	-1.0
(51) CCCc1c(C(=O)N/N=C/c2ccc(-c3ccccc3)cc2)nnn1-c1nonc1N
 : -11	-0.5	2	2	-0.2	-0.7	-8	4	-3.7	-5	-1.2
(52) O=C(CN1C(=O)NC2(CCOc3ccccc32)C1=O)Nc1ccc(Br)cc1F (stereo unspecified)
 : 3	-1.2	4	-4	-0.7	0.6	-3	4	0.9	-5	-0.2
(53) CN(C)S(=O)(=O)c1cc(NC(=O)Cn2ccsc2=N)ccc1Cl
 : -3	-2.1	-5	10	2.2	-0.1	-1	-2	0.9	-8	-1.5
(54) O=c1[nH]n2c(=O)c3c([nH]c2c1N=Nc1cccc(Cl)c1)CCCC3
 : -4	-1.3	1	-3	-0.2	-0.5	-1	-2	3.8	3	-2.0
(55) Cc1ccc(N/N=C(/Sc2nnnn2-c2ccccc2)C(=O)c2ccccc2)cc1
 : 7	-1.3	4	-5	-0.5	0.1	-3	0	0.4	0	-2.1
(56) O=C(C1CC1)N1CCc2[nH]c3ccccc3c2C1
 : -3	-1.3	-13	-4	-0.6	0.0	6	-115	-1.2	-136	-1.1
(57) COc1ccc(Cn2cccc(NC(=O)Nc3ccc(F)cc3)c2=O)cc1
 : 3	-1.3	-6	5	-0.2	-0.4	-4	1	-1.8	-1	-1.3
(58) O=C(COC(=O)C1=COCCO1)Nc1ccc(Cl)cn1
 : 0	-0.2	-9	2	-0.3	-0.4	6	-14	1.9	-17	2.2
(59) CC12C(=O)N(c3ccccc3C(=O)O)C(=O)C1C1C=CC2C1 (stereo unspecified)
 : -3	-1.4	-4	2	-0.4	0.2	3	2	-0.3	0	-0.9
(60) CCOC(=O)c1cnc2c(-c3cccc(Br)c3)cnn2c1C
 : -3	-0.9	-3	8	1.4	0.8	-2	4	1.3	-3	1.1
(61) Cc1cccc(N2C(=O)C3CCCN3C2=S)c1 (stereo unspecified)
 : 1	-1.2	3	-2	-0.3	-0.2	-1	2	-2.2	-2	-0.7
(62) O=S1(=O)CC(N2CCN(c3ccccn3)CC2)CN1C1CCCCC1 (stereo unspecified)
 : 4	-1.1	4	-2	·	-2.2	-4	1	-2.0	1	-1.0
